Screens as filed in PubChem.
LmPK inhibitor: inhibitors of Leishmania mexicana pyruvate kinase. AID 1721. Q27686. 290,000 tested, 0.37% active. purified LmPK, Kinase-Glo ATP luminescence, 1 h. Potency, µM (highest dose often 57.5 µM), for the others: at the highest dose activity change, negative = inhibition, usual class: inhibitors; also: potency is read from the fitted curve at half-maximal effect; % is scaled to controls: 0 for no effect and ±100 for the full control effect
Target sequence (Q27686 whole entry, looked up): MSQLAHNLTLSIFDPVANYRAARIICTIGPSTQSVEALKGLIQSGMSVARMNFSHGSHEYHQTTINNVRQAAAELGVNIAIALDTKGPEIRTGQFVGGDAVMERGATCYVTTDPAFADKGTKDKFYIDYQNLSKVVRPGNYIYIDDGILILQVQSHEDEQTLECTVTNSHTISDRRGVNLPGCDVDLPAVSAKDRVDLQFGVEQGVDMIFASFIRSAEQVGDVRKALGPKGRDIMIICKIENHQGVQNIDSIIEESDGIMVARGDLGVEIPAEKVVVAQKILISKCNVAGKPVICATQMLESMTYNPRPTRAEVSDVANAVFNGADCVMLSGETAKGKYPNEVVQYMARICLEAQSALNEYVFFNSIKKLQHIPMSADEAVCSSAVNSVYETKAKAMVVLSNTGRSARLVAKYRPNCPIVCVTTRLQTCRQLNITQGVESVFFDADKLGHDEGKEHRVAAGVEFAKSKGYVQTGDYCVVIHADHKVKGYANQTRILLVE
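ATP generated from ADP (0.1 mM) and PEP (0.5 mM) by 0.1 nM LmPK over 1 h at room temperature (pH 7.2 imidazole buffer) was detected by coupled luciferase luminescence. Values were normalized to uninhibited and no-enzyme wells.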
Shiga toxin inh: blocks Shiga toxin action in Vero cells; AID 2315; 290,000 tested, 9.2% active; inhibition, % at 38.7 µM; Vero cells, Shiga toxin protein synthesis inhibition reporter; in the data active = inhibition mostly above about 28%, no sharp cut-off; inactive = mostly below about 43%; also: 0% is about no effect
CHX counter: counter-screen for Shiga toxin inhibitors: cycloheximide protein synthesis inhibition; AID 2314; cell reporter, cycloheximide protein synthesis inhibition counterscreen; max response, %; 300,000 tested, 12% active; in the data active = max response mostly above about 13%, no sharp cut-off; inactive = mostly below about 14%; also: read at 38.3 µM for the half of the compounds with a filed dose; 0% is about no effect
HCV inhibitor: HCV inhibition; Potency, µM (highest dose often 41.8 µM), for the others: at the highest dose activity change, negative = inhibition, actives largely listed as inhibitors; 340,000 tested, 3.4% active; AID 651820; Huh7.5.1 HCVcc-Cre infection, luciferase reporter, 44 h; also: potency is read from the fitted curve at half-maximal effect; % is scaled to controls: 0 for no effect and ±100 for the full control effect
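Seed cells (1,000/well) for 4 h; treat with compound and infect with HCVcc-Cre, moi about 0.5. Incubate 44 h, then detect luciferase activity.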
Pf growth 48h: P. falciparum growth inhibition at 48 hours (one generation); 310,000 tested, 5.9% active; P. falciparum luciferase growth in erythrocytes, 48 h; AID 504832; Potency, µM (series often up to 28.7 µM), for the others: top-dose activity change, negative = inhibition, usual class: inhibitors; also: potency is read from the fitted curve at half-maximal effect; % is scaled to controls: 0 for no effect and ±100 for the full control effect
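Erythrocytes infected with P. falciparum carrying an integrated firefly luciferase reporter (2% hematocrit, 0.1% parasitemia final) were exposed to compounds in RPMI 1640 with 0.5% Albumax at 37 C, 5% CO2. Growth inhibition was scored as reduced luminescence.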
Tb PYK inh: inhibitors of Trypanosoma brucei pyruvate kinase. TbPYK enzyme, Kinase-Glo Plus ATP luminescence, 45 min. Q57TT1. Potency, µM (titrated, usually from 76.8 µM), inactives show at the top dose activity, negative = inhibition, actives largely listed as inhibitors. 410,000 tested, 0.12% active; also: potency is read from the fitted curve at half-maximal effect; % is scaled to controls: 0 for no effect and ±100 for the full control effect; nearly all actives have a fitted effect of over 50% in size
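Screened from lowest to highest concentration, compounds were pinned into TbPYK/substrate mixtures, and ADP (130 uM final) was added. Plates sat at room temperature for 45 min prior to Kinase-Glo Plus detection by luminescence.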
Pf growth 96h: P. falciparum growth inhibition at 96 hour, primary screen for plastid delayed-death inhibitors; Potency, µM (top dose mostly 28.7 µM), without a hit: top-dose activity change, negative = inhibition, hits mostly inhibitors; P. falciparum luciferase reporter growth, 96 h; 320,000 tested, 6.9% active; also: potency is read from the fitted curve at half-maximal effect; % is scaled to controls: 0 for no effect and ±100 for the full control effect
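P. falciparum expressing integrated firefly luciferase grown in erythrocytes (2% hematocrit, 0.05% parasitemia final) with compounds for 96 hours at 37 C, 5% CO2. Growth inhibition read as loss of luminescence after adding luciferase detection reagent.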
* = called active by the depositor; & = joins results of further samples; [ ] = another dose, or the depositor's remark. Unless noted, calls follow the shape of the dose curve; as a rule, active = well fitted curve in the direction sought with a large enough effect; inconclusive = small, poorly fitted or top-dose-only effect, or another doubt; inactive = no such curve, though single readings can be large; an effect the other way counts as inactive or inconclusive.

For CC(=O)c1cc(-c2ccccc2)n(CC(=O)N2CCC(C)CC2)c1C the results were LmPK inhibitor -2%, Shiga toxin inh -4, CHX counter -2, HCV inhibitor 9%, Pf growth 48h -24% and Tb PYK inh 9%.
Screening COc1ccc(C(C)C)cc1S(=O)(=O)N1CCC(C(=O)NCC2CCCO2)CC1 (stereo unspecified) returned LmPK inhibitor -6%, Shiga toxin inh -16, CHX counter 0, Pf growth 48h -15%, Tb PYK inh -5% and Pf growth 96h 47%[activator].
For CCOC(=O)c1cc(-c2ccc(C)cc2)n(CCC(=O)NCCN(C)C)c1C the results were LmPK inhibitor 6%, Shiga toxin inh 17, CHX counter -3, HCV inhibitor inconclusive, Pf growth 48h inconclusive, Tb PYK inh 1% and Pf growth 96h inconclusive.
For O=C(c1ccccc1NS(=O)(=O)c1ccc(F)cc1)N1CCCC1 the results were LmPK inhibitor 4%, Shiga toxin inh -15, CHX counter -3, HCV inhibitor -3%, Tb PYK inh -10% and Pf growth 96h inconclusive.
`CCOC(=O)[C@H]1[C@H]2COc3ccc(OC)cc3[C@@H]2N2C(=O)CN(Cc3ccc(Cl)cc3)C(=O)[C@@]12C` gave HCV inhibitor inconclusive, Pf growth 48h 15µM*, Tb PYK inh -2% and Pf growth 96h inconclusive.
`CCn1cc(CCCC(=O)NCc2ccccc2OC)c2ccccc21` gave LmPK inhibitor 1%, Shiga toxin inh -9, CHX counter 1, HCV inhibitor inconclusive, Pf growth 48h inconclusive, Tb PYK inh -4% and Pf growth 96h 17%.
For COc1ccccc1N(Cc1cc(=O)[nH]c2ccccc12)C(=O)c1ccccc1 the results were LmPK inhibitor 7%, Shiga toxin inh 24, CHX counter -1, HCV inhibitor 14%, Pf growth 48h -22%, Tb PYK inh -6% and Pf growth 96h -19%.
For CCOc1ccc2c(c1)C(C)=CC(C)(C)N2S(=O)(=O)c1ccc(NC(C)=O)cc1 the results were LmPK inhibitor 0%, Shiga toxin inh -24, CHX counter -4, HCV inhibitor inconclusive, Pf growth 48h 6.6µM*, Tb PYK inh 3% and Pf growth 96h 45%[activator].
CNC(=S)N(CCN(C)C)Cc1cc2cc3c(cc2[nH]c1=O)OCO3 was read as LmPK inhibitor -5%, Shiga toxin inh -18, CHX counter -2, HCV inhibitor 13%, Pf growth 48h -11%, Tb PYK inh -1% and Pf growth 96h -26%.
`N#C/C(=N\Nc1cccc(C(F)(F)F)c1)C(=O)c1csc(-c2cccnc2)n1` gave LmPK inhibitor 2%, Shiga toxin inh 26, CHX counter -2, HCV inhibitor 0%, Pf growth 48h inconclusive, Tb PYK inh 0% and Pf growth 96h inconclusive.
`O=C(CNc1cccc(Cl)c1)NNC(=S)NCc1ccccc1` gave LmPK inhibitor 1%, Shiga toxin inh -4, CHX counter 11, HCV inhibitor inconclusive, Pf growth 48h 18%, Tb PYK inh -18% and Pf growth 96h 31%[activator].
Screening O=C(c1cc2sccc2n1Cc1ccc(F)cc1)N1CCCc2ccccc21 returned LmPK inhibitor 6%, Shiga toxin inh 47, CHX counter 1, HCV inhibitor inconclusive, Pf growth 48h 9.3µM*, Tb PYK inh 1% and Pf growth 96h inconclusive.
Screening OCCSc1ncnc2c1oc1ccccc12 returned LmPK inhibitor 0%, Shiga toxin inh 63*, CHX counter 22*, HCV inhibitor inconclusive, Pf growth 48h 7%, Tb PYK inh -10% and Pf growth 96h inconclusive.
`CC1(C)CC(=O)C=C(c2ccc(Cl)c(C(F)(F)F)c2)C1` gave HCV inhibitor 10%, Pf growth 48h 5.9µM*, Tb PYK inh 1% and Pf growth 96h 5.9µM*.
Screening Cc1cccc(NC(=O)CSc2nnc(-c3ccco3)c(-c3ccco3)n2)c1 returned LmPK inhibitor 4%, Shiga toxin inh 16, CHX counter -2, HCV inhibitor inconclusive, Pf growth 48h 3%, Tb PYK inh -20% and Pf growth 96h 1%.
`CCOc1ccc2[nH]cc(S(=O)(=O)c3ccc(F)cc3)c(=O)c2c1` gave LmPK inhibitor 1%, Shiga toxin inh -11, CHX counter -6, HCV inhibitor inconclusive, Tb PYK inh 0% and Pf growth 96h 21%.
`Cn1c(Cn2cnc([N+](=O)[O-])n2)nnc1SCC(=O)Nc1ccccc1` gave LmPK inhibitor -2%, Shiga toxin inh -33, CHX counter -3, HCV inhibitor -1%, Pf growth 48h 14%, Tb PYK inh -1% and Pf growth 96h 2.9µM*.
`COc1cc(C(=O)Nc2ccccc2C2COC(=O)C2=N)cc(OC)c1OC` (stereo unspecified) gave LmPK inhibitor 2%, Shiga toxin inh 8, CHX counter 0, HCV inhibitor 31%[activator], Pf growth 48h 0%, Tb PYK inh 2% and Pf growth 96h 0%.
`Cc1cc(C)cc(Oc2ncnc3c2ncn3Cc2c(Cl)cccc2Cl)c1` gave LmPK inhibitor 1%, Shiga toxin inh -3, CHX counter 7, HCV inhibitor -16%, Tb PYK inh 0% and Pf growth 96h inconclusive.
`COCCc1nc2ccc(C(=O)N(C)Cc3cccc(-n4cccn4)c3)cc2o1` gave LmPK inhibitor -9%, Shiga toxin inh 82*, CHX counter 62*, HCV inhibitor -21%, Pf growth 48h 0%, Tb PYK inh 1% and Pf growth 96h inconclusive.
For NC(=O)c1ccc(NCC2COc3ccccc3O2)c([N+](=O)[O-])c1 (stereo unspecified) the results were LmPK inhibitor -2%, Shiga toxin inh 29, CHX counter 33*, HCV inhibitor -2%, Pf growth 48h 57%[activator], Tb PYK inh -4% and Pf growth 96h 36%[activator].
CCNc1nc(NCC)n2c(SCc3nc4ccccc4c(=O)[nH]3)nnc2n1 was read as LmPK inhibitor 6%, Shiga toxin inh 0, CHX counter -3, HCV inhibitor 7%&9%, Pf growth 48h inconclusive, Tb PYK inh -6% and Pf growth 96h -8%.
`COC(=O)C1(C(O)C(=O)c2ccc(C)cc2C)CCCCC1` (stereo unspecified) gave LmPK inhibitor 1%, Shiga toxin inh -6, CHX counter -1, HCV inhibitor 20%, Pf growth 48h -6% and Tb PYK inh 3%.
Cc1cccc(-c2noc(CN(C(C)C)S(=O)(=O)c3ccc(F)cc3)n2)c1 was read as LmPK inhibitor -7%, Shiga toxin inh 11, CHX counter -1, HCV inhibitor -23%, Pf growth 48h inconclusive and Tb PYK inh 1%.
Screening Clc1cccc(-c2nnc(SCc3nc4ccccc4[nH]3)n2Cc2ccco2)c1 returned LmPK inhibitor -8%, Shiga toxin inh -1, CHX counter -2, HCV inhibitor -27%, Pf growth 48h inconclusive, Tb PYK inh 0% and Pf growth 96h 0%[5.75 µM].
`Cc1c(C(=O)Nc2ccccc2Cl)oc2ccc(S(=O)(=O)N3CCC4(CC3)OCCO4)cc12` gave LmPK inhibitor -3%, Shiga toxin inh -3, CHX counter 2, HCV inhibitor -3%, Pf growth 48h inconclusive, Tb PYK inh -4% and Pf growth 96h inconclusive.
Screening C/C(=C\C(=O)c1ccc(Cl)s1)N(C)C returned LmPK inhibitor -10%, Shiga toxin inh 11, CHX counter 12, HCV inhibitor 0%, Pf growth 48h 8%, Tb PYK inh -1% and Pf growth 96h 41%[activator].
O=C(Oc1ccccc1[N+](=O)[O-])c1cccnc1 was read as LmPK inhibitor -4%, Shiga toxin inh -23, CHX counter -6, HCV inhibitor 26%, Pf growth 48h 27%, Tb PYK inh 0% and Pf growth 96h 18%.
Screening O=C(Nc1cccnc1Oc1ccc(Cl)cc1)c1cccc2ccccc12 returned LmPK inhibitor 9%, Shiga toxin inh 6, CHX counter -2, HCV inhibitor -20%, Pf growth 48h -14%, Tb PYK inh 3% and Pf growth 96h -20%.
Screening Cc1ccc(-n2c(C)cc(C(=O)COc3cccnc3[N+](=O)[O-])c2C)cc1 returned LmPK inhibitor 1%, Shiga toxin inh 54*, CHX counter 43*, HCV inhibitor inconclusive, Pf growth 48h 11%, Tb PYK inh -1% and Pf growth 96h -18%.
Screening CCNC(=S)N1CCN(S(=O)(=O)/C=C/c2ccccc2)CC1 returned LmPK inhibitor -5%, Shiga toxin inh -17, CHX counter -2, HCV inhibitor inconclusive, Pf growth 48h inconclusive, Tb PYK inh -6% and Pf growth 96h -20%.
Screening Cc1cc(=O)n2[nH]c(-c3ccsc3-n3c(C)ccc3C)cc2n1 returned LmPK inhibitor 0%, Shiga toxin inh 9, CHX counter 33, HCV inhibitor -7%, Pf growth 48h 73%[activator], Tb PYK inh -3% and Pf growth 96h 6.6µM*.
Screening CC(=O)c1c(C)[nH]c(C(=O)COC(=O)CCCOc2ccccc2)c1C returned LmPK inhibitor 4%, Shiga toxin inh -4, CHX counter -4, HCV inhibitor 0%, Pf growth 48h 27%, Tb PYK inh -4% and Pf growth 96h 0%.
Screening COc1ccc(CNC(=O)Cn2nc(Cc3cccnc3)c3ccccc3c2=O)cc1 returned LmPK inhibitor 8%, Shiga toxin inh -21, CHX counter -7, HCV inhibitor -8%, Tb PYK inh 4% and Pf growth 96h -16%.
COc1cc2c(cc1OC)C(C)N(C(=O)c1c(C)noc1C)CC2 (stereo unspecified) was read as LmPK inhibitor 4%, Shiga toxin inh -9, CHX counter -3, HCV inhibitor -6%, Pf growth 48h -18%, Tb PYK inh 3% and Pf growth 96h 7%.
For COCCN1C=C(C(=O)OC)C(c2ccccc2C(F)(F)F)C(C(=O)OC)=C1 the results were LmPK inhibitor 1%, Shiga toxin inh -24, CHX counter -3, HCV inhibitor 1%, Pf growth 48h inconclusive, Tb PYK inh -2% and Pf growth 96h inconclusive.
Screening FC(F)(F)c1cc(C(F)(F)F)n2nc(-c3sccc3-n3cccc3)cc2n1 returned LmPK inhibitor -3%, Shiga toxin inh -16, CHX counter -2, HCV inhibitor -14%, Pf growth 48h 14%, Tb PYK inh 4% and Pf growth 96h 39%[activator].

Filtered by structure, the compounds so far with an aryl thioether with sulfur outside any ring
Screening OCCSc1ncnc2c1oc1ccccc12 returned LmPK inhibitor 0%, Shiga toxin inh 63*, CHX counter 22*, HCV inhibitor inconclusive, Pf growth 48h 7%, Tb PYK inh -10% and Pf growth 96h inconclusive.
Screening Cc1cccc(NC(=O)CSc2nnc(-c3ccco3)c(-c3ccco3)n2)c1 returned LmPK inhibitor 4%, Shiga toxin inh 16, CHX counter -2, HCV inhibitor inconclusive, Pf growth 48h 3%, Tb PYK inh -20% and Pf growth 96h 1%.
`Cn1c(Cn2cnc([N+](=O)[O-])n2)nnc1SCC(=O)Nc1ccccc1` gave LmPK inhibitor -2%, Shiga toxin inh -33, CHX counter -3, HCV inhibitor -1%, Pf growth 48h 14%, Tb PYK inh -1% and Pf growth 96h 2.9µM*.
CCNc1nc(NCC)n2c(SCc3nc4ccccc4c(=O)[nH]3)nnc2n1 was read as LmPK inhibitor 6%, Shiga toxin inh 0, CHX counter -3, HCV inhibitor 7%&9%, Pf growth 48h inconclusive, Tb PYK inh -6% and Pf growth 96h -8%.
Screening Clc1cccc(-c2nnc(SCc3nc4ccccc4[nH]3)n2Cc2ccco2)c1 returned LmPK inhibitor -8%, Shiga toxin inh -1, CHX counter -2, HCV inhibitor -27%, Pf growth 48h inconclusive, Tb PYK inh 0% and Pf growth 96h 0%[5.75 µM].
